Assay outcomes: PubChem, several laboratories
TRPM1 prom inh – inhibitors of MITF-driven TRPM1 promoter in melanoma cells. AID 488899. SK-MEL-5 TRPM1 promoter luciferase, 24 h. 0.83% of 330,000 active. inhibition, % at 12.5 µM;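 active means mean inhibition across replicates of 60% or more, whatever share of single replicates reaches that level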; further: values of inactives mirror those of a sister screen read the other way
Shn3 inh set2 – Schnurri-3 reporter inhibition in Clone20 osteoblasts. Clone20 osteoblast Shn3 3'UTR firefly luciferase, 24 h. inhibition, % at 12.5 µM. 0.52% of 360,000 active. AID 588674;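 active means mean inhibition of at least 75% with every replicate also reaching 75%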;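 further: 0% = median of neutral control wells and 100% = pilot-screen positive control compound; some compounds past the cut are filed as inactive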
CF NFkB block – blocks PAF-induced NF-kB reporter in cystic fibrosis cells; KKLEB NF-kB-GFP reporter, GFP fluorescence overnight; inhibition, % at 5 µM; 0.86% of 360,000 active;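 active means at least 50% inhibition at 5 µM, scaled per plate between neutral and stimulator controls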;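 further: PAF is a Pseudomonas aeruginosa culture filtrate used as stimulus; plate controls were PAF-stimulated DMSO wells for no effect and unstimulated DMSO wells for full effect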
HIF-2a block – blocks HIF-2a reporter activity; 786-0 RCC cells HIF-2a reporter, luciferase luminescence, overnight; inhibition, % at 18.8 µM; 0.72% of 360,000 active; AID 624352;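 active means inhibition of the luminescence signal of 40% or more relative to plate controls, in a single-dose primary screen at 18.75 µM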
NR2E3 ag-1 – activates human photoreceptor nuclear receptor NR2E3; Q9Y5X4; GST-NR2E3/biotin-RetCOR TR-FRET, 1536-well; AID 2300; inhibition of corepressor binding, % at 4.78 µM; 0.12% of 320,000 active;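 active means percent inhibition above the cutoff of mean plus 3 SD of all tested compounds, set per screening campaign, cut at about 20% in these data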;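 further: 0% = DMSO wells and 100% = biotin wells as full block of FRET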
Target sequence (Q9Y5X4 whole entry, looked up): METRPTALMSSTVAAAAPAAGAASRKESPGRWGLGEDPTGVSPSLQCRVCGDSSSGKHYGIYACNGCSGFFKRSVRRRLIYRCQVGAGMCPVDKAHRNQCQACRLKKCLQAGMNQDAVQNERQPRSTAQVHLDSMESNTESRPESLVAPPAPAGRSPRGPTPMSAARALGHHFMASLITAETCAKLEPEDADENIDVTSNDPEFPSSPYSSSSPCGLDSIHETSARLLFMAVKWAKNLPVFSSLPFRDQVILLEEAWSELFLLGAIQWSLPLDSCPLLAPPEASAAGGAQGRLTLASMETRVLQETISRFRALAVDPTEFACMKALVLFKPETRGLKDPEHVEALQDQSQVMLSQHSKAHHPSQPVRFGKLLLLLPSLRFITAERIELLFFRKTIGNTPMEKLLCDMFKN
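Material: NR2E3–RetCOR corepressor complex | Quantity: 1.35 nM GST-tagged NR2E3 final | Schedule: 5 h at 4 °C | Replication: Singlicate compound wells | Reagent: RetCOR corepressor, biotinylated, 7 nM | Controls: Biotin wells as high control, 0.6% DMSO wells as low control | Signal: TR-FRET, Eu(K)-anti-GST donor, streptavidin-D2 acceptor, ex 340, em 617/671 nm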
C8 TRAIL sens – sensitizes caspase-8 expressing cells to TRAIL; NB7+C8 cells + TRAIL, ATPlite viability luminescence; inhibition (viability loss, TRAIL sensitization), % at 10 µM; 1% of 360,000 active;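 active means compounds causing at least 50% loss of cell viability in the single-dose screen, relative to plate controls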
KKLEB tox – reduces viability of KKLEB cystic fibrosis airway cells. activity change (cytotoxicity), % at 5 µM. AID 602141. 0.36% of 360,000 active. KKLEB CF airway cells viability, ATPlite luminescence, overnight; hits give low values; cells stimulated with P. aeruginosa culture filtrate;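 active means corrected activity change at or below -50% at 5 µM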
NR2E3 ag-2 – human photoreceptor-specific nuclear receptor agonism; CHO-S Gal4-NCOR/VP16-NR2E3 two-hybrid, luciferase; inhibition of corepressor binding, % at 3.98 µM; 0.35% of 360,000 active; AID 602229; Q9Y5X4;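 active means inhibition above the mean of all tested compounds plus 3 SD, cut at about 70% in these data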;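 further: 0% = DMSO with NR2E3 transfected cells and 100% = cells lacking NR2E3 construct; higher means lower luciferase signal from less NR2E3 corepressor binding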
Peg3 prom inh – reduces Peg3 promoter-driven luciferase expression in HeLa. inhibition, % at 20 µM. HeLa PEG-Prom luciferase reporter, luminescence, overnight. AID 588405. 1.7% of 360,000 active;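 active means inhibition of at least 50% at 20 µM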
iPSC survival up – hiPSC single-cell survival enhancement; ATPlite luminescence; 100% = ROCK inhibitor wells, 0% = DMSO; survival enhancement, % at 20 µM; 0.044% of 360,000 active; AID 602274; in the data active means survival enhancement above about 18%;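 further: cells exposed to compounds for 16 hours before the ATP read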
LMP1 NFkB inh – inhibitors of Epstein-Barr LMP1-induced NF-kappaB reporter; LMP1-induced NF-kappaB luciferase reporter cells, luminescence; inhibition, % at 12.5 µM; 0.69% of 350,000 active; AID 504558; in the data active means inhibition above about 41%;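 further: 0% = neutral control wells and 100% = reference inhibitor control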
Starred values were filed as active, the others as inactive; x = no result given. An excerpt, so the mix of outcomes need not match the whole.

Fields: TRPM1 prom inh	Shn3 inh set2	CF NFkB block	HIF-2a block	NR2E3 ag-1	C8 TRAIL sens	KKLEB tox	NR2E3 ag-2	Peg3 prom inh	iPSC survival up	LMP1 NFkB inh
- O=C(N/N=C(\c1ccccc1)c1ccccn1)c1ccccc1Cl
 : 59	95*	15	11	1	19	-11	10	54*	0.3	24
- O=C(Cc1ccccc1)N/N=C/c1ccc(Cl)cc1Cl
 : -6	-10	2	-80	-4	4	8	6	-51	1.3	-3
- COc1cc(C2CC(=O)Oc3c2c(=O)n(C)c2ccccc32)ccc1O (centres undefined)
 : 9	-8	-5	6	2	-4	4	5	17	0.9	0
- Cc1c(NC(=O)C(C)Sc2ncnc3ccccc23)c(=O)n(-c2ccccc2)n1C (centres undefined)
 : 3	8	11	6	0	0	8	-25	10	-1.3	1
- COc1ccc(Nc2cccc(Cl)c2)c(C(=O)O)c1
 : -2	-3	13	5	2	4	-11	-9	16	0.1	4
- CCOc1cc(/C=N/n2c(COc3ccccc3)n[nH]c2=S)ccc1O
 : 1	-14	-8	20	-2	-4	1	-24	22	0.2	-1
- CCCCCCN1N=C(C)C(C(=O)c2ccc(Cl)cc2)C1=O (centres undefined)
 : -1	-14	-3	22	7	10	8	44	14	-1.2	-2
- O=C(NC1(C(F)(F)F)NC(=O)N(Cc2cccnc2)C1=O)c1ccccc1 (centres undefined)
 : -3	-12	-2	18	-6	-16	2	-3	2	-2.1	-10
- O=C1N/C(=N/O)S/C1=C/c1cccc([N+](=O)[O-])c1
 : -15	-47	-16	-59	2	4	-2	-55	-29	-1.3	-5
- O=P1(c2ccccc2)C=Cn2c1cc1c2CCCC1 (centres undefined)
 : 3	7	-16	-10	2	16	12	-8	5	-0.1	1
- O=C(CNC(=O)c1cccs1)NCC(=O)OCc1c(F)cccc1Cl
 : 16	24	-13	7	1	7	5	-10	7	-1.6	-19
- CCc1nc(-c2ccccc2)c2ccccn12
 : 6	-1	-12	5	3	-20	-4	-11	4	0.3	-3
- COc1ccc(CN(CCC(C)C)S(=O)(=O)c2ccccc2Br)c(OC)c1
 : 6	0	18	0	x	3	5	-32	14	3.0	3
- COc1ccc(C(=O)/C=C/Nc2ccc([N+](=O)[O-])cc2)cc1
 : -37	-22	-2	-84	0	24	-12	-67	-90	0.7	-12
- O=C(COc1ccccc1)OCC(=O)c1ccc(O)cc1O
 : 4	-29	10	-11	0	7	12	-1	-3	-0.4	1
- O=C(CC1SC(=NCC2CCCO2)NC1=O)Nc1cccc2ccccc12 (centres undefined)
 : 7	3	18	8	0	-5	-10	6	0	-1.6	2
- C=CCNC(=O)CSc1nc2sc3c(c2c(=O)n1CCCOC)CCC3
 : -7	1	-12	10	2	-16	5	-21	7	-0.6	2
- O=C(/C=C/c1ccccc1)c1ccc2c(c1)OCCCCO2
 : -92	-71	-17	-123	0	15	-12	-166	-169	-6.7	-45
- NC(=O)N/C=C1\CCCOC1=O
 : x	-2	2	5	x	-7	-1	-18	-8	-2.7	5
- CC1(C)CC(=O)C(C2(O)C(=O)Nc3ccccc32)CO1 (centres undefined)
 : 3	-18	-5	17	-3	0	4	-14	7	2.8	-2
- NS(=O)(=O)c1ccc(CNC(=O)c2ccc(Br)o2)cc1
 : -8	10	0	12	-2	14	10	8	15	2.0	1
- CC(C)CCN1CCN(CCCc2ccccc2)CC1CCO (centres undefined)
 : -4	22	9	22	2	-6	-7	5	2	-0.4	0
- CCC(C)(C)n1nnnc1C(c1cc(OC)ccc1OC)N1CCN(Cc2ccccc2)CC1 (centres undefined)
 : -1	53	0	18	2	4	-2	-13	16	-0.4	10
- O=C(NCc1ccccc1Cl)C1CCCN(C(=O)Nc2ccc(F)cc2)C1 (centres undefined)
 : 0	-9	5	10	-4	-5	7	16	19	1.5	0
- CCN1CCN(S(=O)(=O)c2ccc(OC)cc2)CC1
 : 7	5	15	19	-2	8	0	-4	8	0.6	1
- O=C(CN1C(=O)NC2(CCCCCC2)C1=O)c1ccc2c(c1)OCCO2
 : -40	-41	10	-187	0	-2	3	-148	-219	-0.8	-36
- CC1(C)C2CCC(C2)C1(C)NC(=O)C[N+](C)(C)C (centres undefined)
 : -9	-21	-2	18	1	0	5	-1	11	0.8	6
- O=C(Nc1c(F)c(F)c(F)c(F)c1F)C1CCCCC1
 : -3	8	0	7	3	-18	5	-1	-12	-1.6	8
- Cc1ccccc1C(=O)NC(NCC1CCCO1)C(Cl)(Cl)Cl (centres undefined)
 : 3	-23	10	17	-2	9	-2	-7	13	-3.6	-2
- CCn1c(SCC(=O)c2cc(OC)ccc2OC)nnc1C1CC1
 : -2	-4	16	11	-3	-1	0	-10	19	-1.1	0
- CCCCN(C(=O)COC(=O)c1nc2nc(C)cc(C)n2n1)C1CCS(=O)(=O)C1 (centres undefined)
 : 1	-19	-18	14	0	-6	-5	30	5	0.9	-7
- Cc1cc(C)n(CCc2nc(-c3cc4ccccc4o3)cs2)n1
 : -4	14	3	-212	-2	7	-1	-22	-164	1.2	-9
- CN(C)S(=O)(=O)c1ccc(-c2csc(N/N=C/c3ccco3)n2)cc1
 : 72*	34	11	-16	-2	72*	-3	-2	61*	-0.5	25
- CCOC(=O)C1CCCCN1Cc1cn(C)nc1-c1ccccc1F (centres undefined)
 : 7	10	-4	13	0	-11	0	1	17	-0.3	-1
- CCCn1c(=O)c(C(=O)NCC2CCCO2)c(O)c2ccccc21 (centres undefined)
 : -1	-23	4	-1	4	1	5	-21	6	0.4	-12
- Cc1ccc(OCc2ccc(C#N)cc2)c(C(=O)c2cc(C#N)c(=O)n(C3CC3)c2)c1
 : 3	-14	-12	20	4	6	2	15	18	-5.1	-5
- Cc1ccc(C(=O)Nc2c(N)nc(SCC(=O)Nc3cc(C)on3)[nH]c2=O)cc1
 : -11	-19	-18	8	1	-5	13	6	-10	-0.1	-14
- COc1ccc(C2(c3ccc(O)cc3O)CC(c3ccccc3Cl)NC(=S)N2)cc1 (centres undefined)
 : 16	-30	-16	24	5	-6	6	0	11	0.0	-2
- CCCc1nc2c(s1)CCc1onc(-c3ccc(Cl)cc3)c1-2
 : 6	-2	3	6	1	8	-24	16	3	0.2	-9
- CCN(CC)c1ccc(NC(=O)c2ccccn2)cc1S(=O)(=O)Nc1ccccc1OC
 : 1	53	14	9	x	20	-8	-20	-7	-0.5	0
- COc1cccc(N2CCN(C3CC(=O)N(c4ccc(Cl)cc4)C3=O)CC2)c1 (centres undefined)
 : -8	-4	9	2	3	-4	1	2	13	2.5	6
- COc1ccc(/C=C/C2=NN(C)C(=O)CC2)cc1
 : -56	-91	-11	-207	-3	53*	-4	-112	-176	-2.9	-19
- O=[N+]([O-])c1ccc2c(c1)-c1ccccc1C2O (centres undefined)
 : x	-11	-9	-54	x	1	5	-18	-55	-3.6	2
- CC(C)n1c(SCC(=O)NC2CC2)nnc1C1CC1
 : 4	-12	-9	7	1	-4	5	15	-11	-0.4	5
- CCC(C)(C)C1CCc2[nH]nc(C(=O)NCc3ccccn3)c2C1 (centres undefined)
 : -9	-19	26	-45	4	19	-6	5	-5	0.5	-7

Ordered by value in NR2E3 ag-2 (smallest number first): 3 from the list above.
SMILES	TRPM1 prom inh	Shn3 inh set2	CF NFkB block	HIF-2a block	NR2E3 ag-1	NR2E3 ag-2	Peg3 prom inh	LMP1 NFkB inh
CCN(CC)c1ccc(NC(=O)c2ccccn2)cc1S(=O)(=O)Nc1ccccc1OC	1	53	14	9	x	-20	-7	0
COc1ccc(C2(c3ccc(O)cc3O)CC(c3ccccc3Cl)NC(=S)N2)cc1 (centres undefined)	16	-30	-16	24	5	0	11	-2
CCC(C)(C)C1CCc2[nH]nc(C(=O)NCc3ccccn3)c2C1 (centres undefined)	-9	-19	26	-45	4	5	-5	-7

The results go on:
Fields: TRPM1 prom inh	Shn3 inh set2	CF NFkB block	HIF-2a block	NR2E3 ag-1	C8 TRAIL sens	KKLEB tox	NR2E3 ag-2	Peg3 prom inh	iPSC survival up	LMP1 NFkB inh
- COc1ccc(NC(=O)/C(C#N)=C/c2ccc(-c3ccc(Cl)c(C(=O)O)c3)o2)cc1
 : 7	5	-12	-135	x	60*	-9	20	-94	-0.4	-44
- COc1ccc(C)cc1C1=Nc2ccccc2C1(C)C
 : -9	-3	-6	9	3	2	7	-3	6	-1.1	0
- O=S(=O)(/N=C(/c1ccccc1)N1CCCCCC1)c1ccccc1
 : 2	-27	-17	21	3	-6	13	-10	1	-0.2	7
- CCOc1ccc(NC(=O)c2ccc3c(c2)C(=O)N(Cc2ccncc2)C3=O)cc1
 : -2	14	-2	-3	x	7	-2	8	-16	-0.4	7
- CCOc1cc(/C=C2/C(=N)N3OC(C)=CC3=NC2=O)ccc1OC
 : 5	10	-18	11	-2	-1	8	-15	7	-2.7	-5
- Cc1cccc(CS(=O)(=O)c2ncc(Cl)c(C(=O)Nc3ccc(F)cc3)n2)c1
 : 41	96*	82*	86*	-1	36	-16	14	108*	0.9	x
- COc1ccc(OC)c(C2C(C(=O)c3ccc(C)o3)=C(O)C(=O)N2CCCN2CCOCC2)c1 (centres undefined)
 : 0	2	9	1	2	-2	-8	3	12	-0.9	-6
- CCOC(=O)C1=C(C)NC(SCC(N)=O)=C(C#N)C1c1ccccc1 (centres undefined)
 : 1	5	4	5	-1	-21	3	-12	12	0.2	7
- CC(=O)NCCNC(=O)C1Cc2c(-c3ccc(Cl)cc3)ccnc2O1 (centres undefined)
 : x	25	15	5	x	-14	-10	-29	-8	14	x
- Cc1cnc(Nc2nc3ccccc3o2)nc1C(=O)Nc1cccc(C(F)(F)F)c1
 : -10	22	21	-69	1	37	-18	-20	-9	-3.0	-24
- O=C(COc1ccc(Br)cc1)NCCCNC(=O)c1cccnc1
 : -16	-24	-43	9	-1	-18	33	-7	-12	0.1	-16
- O=C(COC(=O)C1CC1)NC(=O)c1ccccc1
 : -4	10	10	9	3	1	-3	0	-2	-0.4	6
- O=C(CCC1CCCCC1)NCCN1C2=NC[C@H](Cc3ccccc3)N2C[C@H]1Cc1ccc(O)cc1
 : -7	0	-3	15	2	23	-5	-33	4	-0.7	3
- COc1ccc(C)cc1NC(=O)c1cc2c(=O)n3ccccc3nc2n1C
 : -13	-10	-6	-3	0	10	12	-9	-15	-0.2	-7
- COC(=O)CCN(C(=O)c1cccc(OC(C)=O)c1)c1ccccn1
 : 2	-10	-10	15	-2	-9	4	2	1	7.2	3
- Cn1c(=O)[nH]c(=O)c2c1nc(N1CCCCC1)n2C/C=N/Nc1ccc(C(=O)O)cc1
 : -2	-9	-7	7	2	-22	2	15	18	0.0	10
- O=C(CCC(=O)Nc1ccc(F)cc1)N/N=C/c1cccc(Br)c1
 : -2	17	12	6	2	6	-14	0	12	-0.2	-9
- COc1ccc(S(=O)(=O)N(C(C)=O)c2ccc3oc(=O)sc3c2)cc1
 : 13	-3	-3	17	1	-7	24	-6	-5	0.6	0
- CC(C)(C)c1ccc(N2C(=N)SCC2=O)cc1
 : 12	10	-15	0	0	0	3	-11	2	-0.3	3
